Screens: PubChem BioAssay, NMMLSC
VLA-4 agonist: enhancers of LDV-FITC binding to VLA-4 integrin, primary screen, Jurkat cells, flow cytometry; activation, % at 10 µM (by protocol); 24,000 tested, under 10 active; Integrin alpha-4 (Homo sapiens), P13612; AID 528, 2006;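 active = fluorescent ligand binding to cells raised by more than 40% of the manganese-induced maximum; inconclusive = compound's own fluorescence above 85% of the ligand control signal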;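 note: 0% = ligand binding without compound and 100% = manganese-stimulated maximal binding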
Target sequence (P13612 whole entry, looked up): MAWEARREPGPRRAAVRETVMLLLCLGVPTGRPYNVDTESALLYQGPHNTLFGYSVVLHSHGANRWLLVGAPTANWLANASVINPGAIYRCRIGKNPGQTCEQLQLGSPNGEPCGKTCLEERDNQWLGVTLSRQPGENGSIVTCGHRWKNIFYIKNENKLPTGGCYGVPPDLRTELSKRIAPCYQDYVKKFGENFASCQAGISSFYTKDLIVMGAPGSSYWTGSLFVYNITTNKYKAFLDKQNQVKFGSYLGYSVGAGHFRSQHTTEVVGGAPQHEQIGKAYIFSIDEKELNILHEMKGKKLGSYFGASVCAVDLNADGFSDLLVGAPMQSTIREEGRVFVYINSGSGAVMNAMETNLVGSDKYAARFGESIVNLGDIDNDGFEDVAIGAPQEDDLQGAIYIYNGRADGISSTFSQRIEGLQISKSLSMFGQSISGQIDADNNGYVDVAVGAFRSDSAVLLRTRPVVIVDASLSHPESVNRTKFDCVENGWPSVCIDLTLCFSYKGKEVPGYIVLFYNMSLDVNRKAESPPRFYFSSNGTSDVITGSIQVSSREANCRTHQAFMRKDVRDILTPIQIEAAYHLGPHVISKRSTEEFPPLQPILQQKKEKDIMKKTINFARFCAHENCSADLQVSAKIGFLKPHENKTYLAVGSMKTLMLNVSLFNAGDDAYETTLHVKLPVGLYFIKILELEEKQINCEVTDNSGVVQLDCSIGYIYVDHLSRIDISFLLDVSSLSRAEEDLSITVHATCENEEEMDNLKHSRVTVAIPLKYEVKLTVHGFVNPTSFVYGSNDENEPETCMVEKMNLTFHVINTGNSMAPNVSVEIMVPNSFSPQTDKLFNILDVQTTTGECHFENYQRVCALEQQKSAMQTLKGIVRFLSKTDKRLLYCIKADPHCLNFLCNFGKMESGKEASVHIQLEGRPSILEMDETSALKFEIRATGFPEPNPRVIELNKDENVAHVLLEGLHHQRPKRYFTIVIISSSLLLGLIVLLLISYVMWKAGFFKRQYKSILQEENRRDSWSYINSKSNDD
Jurkat autofluor: compound autofluorescence on Jurkat cells, primary screen, artefact control for VLA-4 allosteric ligand project, cell-based, flow cytometry; active compounds read high; 1 = vehicle-only cell background; fluorescence ratio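 (tested at 10 µM compound in the well)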; actives 0.61% (n = 24,000); AID 576, 2007;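 active = fluorescence ratio above 2.44, which is 1 plus 3 SD of all ratios; inconclusive = signal too bright to measure linearly, ratio around 10 or more; inactive = fluorescence ratio below 2.44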;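 note: green fluorescence of cells measured with 488 nm excitation and 530 nm emission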
VLA-4 antagonist: inhibitors of LDV-FITC binding to Mn2+-activated VLA-4, primary screen, Jurkat cells; Integrin alpha-4 (Homo sapiens), P13612; LDV-FITC binding with Mn2+, flow cytometry; 100% = Mn2+-driven binding gain fully reversed; inhibition, % at 10 µM (by protocol); actives 0.2% (n = 24,000); AID 529, 2006;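 active = inhibition above 50%; inconclusive = compound itself fluorescent, judged against control cell fluorescence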;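 note: 0% = Mn2+ stimulated cells lacking compound and 100% = ligand binding without Mn2+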
LNCaP diff act: activators of LNCaP prostate cell differentiation, primary screen, flow cytometry side scatter; side scatter shift, % at 10 µM; AID 795, 2007; 4 d; actives 0.56% (n = 24,000);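 active = side scatter shift above 30%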;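 note: androgen-responsive LNCaP prostate cancer cells in charcoal-stripped serum medium; percent of cells past a gate set so DMSO wells show 10% shift; higher shift means more granular cells and more differentiation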
* marks the source's active call; other numbers are inactive results; ? = inconclusive. An excerpt (hit frequency here may not be typical).

molecule	LNCaP diff act	Jurkat autofluor	VLA-4 agonist	VLA-4 antagonist
CCCCN(CCCC)C(=O)CCS(=O)(=O)c1ccc2c(c1)n(C)c(=O)c(=O)n2C	9	1.2	-5	2
Cn1cc(C(=O)NC2CCCCC2)c(=O)c2cc(S(=O)(=O)N3CCCC3)ccc21	1	1.1	-6	10
O=C(C1CC1)N1CCN=C1SCc1cccc(C(F)(F)F)c1	9	1.1	?	?
COc1ccccc1-n1c(SCC(=O)Nc2nnc(C)s2)nc2c(c1=O)SCC2	8	1.2	-9	8
Cc1ccc(CC2C(=O)N(c3ncccn3)C(=O)C2C)cc1 (centres undefined)	5	1.1	2	-5
Cc1cc(C)n(-c2nc(C)nc3c2cnn3-c2ccccc2)n1	8	1	-4	-3
Cc1ccc(-c2nnc(SC(C)C#N)n2N)cc1 (centres undefined)	11	1.1	4	-6
COCCn1c(SCC(=O)N2CCc3ccccc32)nc2c(c1=O)SC(C)C2 (centres undefined)	10	1	-11	-17
COc1cc2c(OC)cccc2cc1C(=O)O	6	1	1	-13
O=c1[nH]ncn2cccc12	2	1	4	-37
Cc1ccc(OCCN2CCN(C(=O)CCC(=O)Nc3nnc(C)s3)CC2)cc1	4	0.97	-1	-14
O=C(Nc1cccnc1)C1CCCN(S(=O)(=O)c2cccc3nsnc23)C1 (centres undefined)	4	1	0	6
Cc1nn(C(C)C(=O)N2CCN(c3ccccn3)CC2)c(=O)c2cc3occc3n12 (centres undefined)	1	0.94	4	-7
CCOc1ccc(OCC)c(N=c2oc3c(C)ncc(CO)c3cc2C(N)=O)c1	3	1.1	2	-12
CCOc1ccccc1CNC(=O)CCN1C(=O)COc2ccccc21	8	1.1	0	-9
Cc1ccc2nc(NC(=O)CCNS(=O)(=O)c3ccc(Br)s3)sc2c1	6	1.1	-10	24
CCOC(=O)C1CCCN(C(=O)C2CCC(CNS(=O)(=O)c3ccc(NC(C)=O)cc3)CC2)C1 (centres undefined)	7	0.99	-2	-1
Cc1ccc(Cl)cc1NC(=O)CSc1nnc(C)n1-c1ccccc1	6	1	-4	-8
O=C(O)C1C2CCC(C2)C1C(=O)NCc1ccccn1 (centres undefined)	8	1	1	2
CCCS(=O)(=O)N1CCCC(C(=O)NCCCN2CCCC2=O)C1 (centres undefined)	2	1	0	-4
Cc1ncoc1C(=O)Nc1ccc2c(c1)OCCO2	2	1	3	1
Cc1ccc(NC(=O)CC2Oc3ccccc3NC2=O)c(C)c1 (centres undefined)	7	1.1	?	?
CSc1ccc(S(=O)(=O)Nc2ccc3c(c2)OCCO3)cc1	9	1.1	0	12
Cc1c(C(=O)OCC(C)(C)CN(C)C)oc2ccccc12	12	1	2	-18
COc1ccc(C(N)CCc2ccco2)cc1 (centres undefined)	19	1.5	?	?
COCCNC(=O)c1ccc(CS(=O)(=O)c2ccccc2)o1	2	1.1	2	5
CCOc1ccc(-n2c(Cc3cc(=O)[nH]c(=O)[nH]3)nnc2SC(C)C(=O)OC)cc1 (centres undefined)	5	1	3	18
Cc1ccc(S(=O)(=O)C2(C(=O)NC3CCCC3)CC2)cc1	4	1	4	-6
Cc1cccc(Nc2nn3c(=O)c4ccccc4nc3s2)c1	15	1.1	?	?
Cc1ccc(Cn2c(SCCN3CCCCC3)nc3c2c(=O)[nH]c(=O)n3C)cc1	2	1.1	-3	6
CCCC(=O)N1CC2(C)CN(C(=O)CCC)CC(CCC)(C1)C2=O	3	0.94	6	-6
Cc1cccc(-n2c(N)c(C(=O)N3CCN(C)CC3)sc2=S)c1	23	1.1	4	-22
CCC(=O)N1CCc2cc(S(=O)(=O)CCC(=O)Nc3ccc(F)c(F)c3)ccc21	12	1.1	2	-2
CCN(CC)S(=O)(=O)c1cccc(C(=O)Nc2ccc(C#N)cc2)c1	16	1.1	0	-1
Cn1c(Cn2c(=O)sc3ccccc32)nnc1SCC(=O)Nc1ccc2c(c1)OCO2	7	1	4	-23
O=C(CCNS(=O)(=O)c1ccc2c(c1)CCC(=O)N2)NCc1cccnc1	1	0.88	13	-20
COc1cccc(NC(=O)COc2ccccc2C(N)=O)c1	10	1.1	2	-9
Cc1ccc(C)c(NC(=O)c2nnn(Cc3ccccc3)c2N)c1	10	1	2	5
CCOC(=O)c1[nH]c(C)c(C(=O)NCc2ccccn2)c1C	7	1	0	-11
CCC1Oc2ccc(C)cc2N(CC(=O)NCCN2C(C)CCCC2C)C1=O (centres undefined)	5	0.88	2	-6
COC(=O)c1cc2ccsc2n1Cc1nc(-c2ccc(OC)cc2)oc1C	9	1.1	-3	-12
CCN(CC)C(=O)CN(c1cc(Cl)ccc1OC)S(C)(=O)=O	6	1.1	2	-12
CCN1CCN(C(=O)c2nn(-c3ccc(C)cc3)c(=O)c3c2c2ccccc2n3C)CC1	5	1.1	7	-17
Cc1ccnc(NS(=O)(=O)c2cccc3nsnc23)c1	2	1	1	-8
CCCCSc1nnc([C@H](C)NC(=O)OC(C)(C)C)o1	6	1.1	-8	-11
COc1cc(NC(=O)CN(c2ccc(C)cc2)S(=O)(=O)c2c(C)nn(C)c2C)cc(OC)c1	19	0.95	-11	44
O=C1c2ccccc2C(Nc2ccc(S(=O)(=O)N3CCOCC3)cc2)N1c1cccnc1 (centres undefined)	8	1	-4	2
COc1ccc(CN(Cc2cc3cc4c(cc3[nH]c2=O)OCO4)C(=O)NC2CCCCC2)cc1	8	1.1	3	-4
CCOC(=O)N1CCC(NC(=O)Cn2cc3c(n2)CCCC3)CC1	6	0.96	10	7
CCOc1ccc(-n2c(=O)[nH]cc(C(=O)N3CCc4ccccc43)c2=O)cc1	18	1	1	1
CCOC(=O)C1CCCN(C(=O)CCNS(=O)(=O)c2ccc3c(c2)CCC(=O)N3)C1 (centres undefined)	4	1	0	-8
Cc1csc(NC(=O)Cc2nn(C)c(=O)c3ccccc23)n1	4	1	-2	12
Cc1c(C(=O)NCC2CCCO2)oc2ccc(S(=O)(=O)N3CCCC3)cc12 (centres undefined)	6	0.91	5	11
Cc1ccc(NC(=O)Cn2c(C)cc(C)c(C#N)c2=O)c(Cl)c1	8	1	6	-10
Cn1nnc2c(sc3nc(N4CCOCC4)c4c(c32)CCCC4)c1=O	12	1.1	6	-22
CCOc1ccc2c(c1)sc(=NC(=O)C1CC1)n2C	6	0.96	-2	3
CCOC(=O)N1CCC(NC(=O)C2CCCN(C(=O)N3CCOc4ccccc43)C2)CC1 (centres undefined)	19	1.1	0	-18
CCCS(=O)(=O)N1CCC(C(=O)NCCN(C)Cc2ccccc2)CC1	21	1.1	5	-7
CCC(NS(=O)(=O)c1c(C)[nH]c(=O)[nH]c1=O)C12CC3CC(CC(C3)C1)C2 (centres undefined)	11	1.1	?	?
CS(=O)(=O)N(CC(=O)N1CCc2ccccc2C1)c1ccc2c(c1)OCO2	4	0.96	-10	-23

A portion taken from the entries so far, as a working copy:
molecule	LNCaP diff act	Jurkat autofluor	VLA-4 agonist	VLA-4 antagonist
Cc1csc(NC(=O)Cc2nn(C)c(=O)c3ccccc23)n1	4	1	-2	12
Cc1c(C(=O)NCC2CCCO2)oc2ccc(S(=O)(=O)N3CCCC3)cc12 (centres undefined)	6	0.91	5	11

Next compounds follow.
molecule	LNCaP diff act	Jurkat autofluor	VLA-4 agonist	VLA-4 antagonist
Cn1ncc2c(Nc3ccccc3Br)ncnc21	15	1.1	0	4
O=C(O)c1[nH]nc2c1COc1ccccc1-2	12	1.1	-2	-30
CCN(c1ccccc1)S(=O)(=O)c1ccc(C(=O)Nc2nnc(COC)o2)cc1	9	1	3	-5
CCN1CCN(c2ncc(C(=O)Nc3c(F)cc(F)cc3Br)c3ccccc23)CC1	5	1.1	-1	-7
CCN(CCCNC(=O)COc1cc(=O)n(C)c2ccccc12)c1ccccc1	9	1.2	1	11
CCN(CC)CCCN(Cc1cc2cc(OC)ccc2[nH]c1=O)C(=O)Nc1ccccc1	3	1	2	-11
O=C(CSc1ncc(-c2ccc(F)cc2)[nH]1)N1CCCCC1	9	1	1	-11
COc1ccc(OC)c(C(=O)COC(=O)c2cc(C)oc2C)c1	19	1.1	-6	4
C=C(C)C1Cc2nc(N)nc(C)c2C1 (centres undefined)	6	0.94	-7	17
COCCNc1ncnc2nc[nH]c12	2	0.93	-2	-9
CN(CCCNC(=O)C1CCCN(S(=O)(=O)c2cnc[nH]2)C1)c1ccccc1 (centres undefined)	10	1.1	-7	6
Cc1cccc(OCC(=O)N2CCC(N3CCCCCC3)CC2)c1	7	1.1	0	-19
O=C(O)CC(c1ccccc1)n1cccc1 (centres undefined)	6	1.1	4	5
CN(C(=O)c1coc(=O)c2ccccc12)c1ccc(F)cc1	4	1.1	?	?
COC(=O)c1cn(NC(=O)c2ccc3c(c2)OCO3)c(=O)c2ccccc12	5	1	-3	18
Cc1cc(C)c(Cn2c(=O)n(CCCC(=O)NCc3ccco3)c(=O)c3ccccc32)c(C)c1	5	1.1	-5	-14
O=C(Cc1c[nH]c2ccccc12)N1CCc2ccccc21	14	1.4	3	-22
Cc1ccc2c(C)[nH]c(=O)cc2c1	11	1.1	-2	2
OCCNc1nc2ccc(Cl)cc2[nH]1	3	0.93	1	-6
Cc1ccc(C)n1NC(=O)c1ccco1	6	1.1	4	-14
CCOc1ccc(CNc2ccc3c(c2)ncn3C)cc1	7	1.1	8	-51
CCOC(=O)/C=C(\C)Sc1cc(=O)oc2ccccc12	18	1.1	-5	-6
COc1cc2c(C(=O)N3CCN(C4CCCCC4)CC3)cn(CC(C)C)c(=O)c2cc1OC	9	1	?	?
Cc1ccc(Cl)cc1N1CCN(C(=O)C2CCN(S(=O)(=O)c3c(C)nn(C)c3C)CC2)CC1	8	1.2	-5	-1
COc1ccccc1CNC(=O)C1CCN(S(=O)(=O)c2c(C)noc2C)CC1	1	0.98	8	-17
CC(=O)N1CCN(c2ccc(S(=O)(=O)N3CCCCC3)cn2)CC1	8	1.1	-4	0
CCC(=O)N1CCc2cc(S(=O)(=O)N3CCc4ccccc43)ccc21	7	0.98	2	-13
CN(C)S(=O)(=O)c1ccc(C(=O)N2CCC(c3nc4ccccc4o3)CC2)cc1	1	1.7	8	-11
COc1ccccc1OC(C)C(=O)O (centres undefined)	5	0.85	11	-1
Cc1cc(Cl)ccc1OCC(=O)Nn1c(C)ccc1C	11	1.1	-6	0
CCn1nc(C(=O)OCC(=O)N2CCc3ccccc32)c2ccccc2c1=O	3	1	2	-8
CCC(C)NC(=O)c1c(C)cc(=O)oc1C (centres undefined)	8	1	3	-8
Cc1cccn2c(=O)c3cc(C#N)c(=NC(=O)c4ccncc4)n(Cc4ccco4)c3nc12	8	4.1*	?	?
CC(Sc1nnc(N)s1)c1ccccc1Cl (centres undefined)	4	0.97	-6	0
CC(/C=N/O)Cc1ccc2c(c1)OCO2 (centres undefined)	7	1.1	?	?
Cc1ccc(NC(=O)CS(=O)(=O)c2c[nH]c3ccccc23)c(C)c1	5	1	-2	-18
CCOc1ccc(Oc2nc(Nc3ccc(C)cc3)nc(N(C)C)n2)nn1	3	1	-6	-12
CCCc1cc(=O)n2[nH]cnc2n1	5	1	-6	6
C=CCNC(=O)c1sc(=S)n(-c2ccc(C(=O)OCC)cc2)c1N	3	1.1	6	-14
O=C(c1cccnc1)N1CCN(Cc2ccc3c(c2)OCO3)CC1	9	1	5	-26
Cc1nc2sc(C(c3ccc(Cl)cc3)N3CCOCC3)c(O)n2n1 (centres undefined)	14	0.95	0	2
CCCN(CCC)S(=O)(=O)c1ccc2c(c1)CCCN2C(C)=O	16	1.1	-1	8
O=C(c1c(F)cccc1F)N1CCN(c2ccccc2F)CC1	9	1	5	12
CCCS(=O)(=O)N1CCCC(C(=O)NCCCN(C)c2ccccc2)C1 (centres undefined)	4	1.1	-3	-6
O=C(NCCCN1CCCC1)C1CCC(=O)N1C1CCCCC1 (centres undefined)	6	1.1	3	-15
O=C(C1CCN(S(=O)(=O)N2CCOCC2)CC1)N1CCN(c2ccccc2)CC1	19	0.88	7	17
CC(C)C(=O)NCCn1ccc2ccccc21	17	1	4	-11
CN1CCN(CCCNC(=O)Cn2nc(-c3ccccc3)ccc2=O)CC1	2	1	4	-4
COCC(C)NC(=O)NC(=O)c1ccc(Cl)cc1 (centres undefined)	10	1	4	-24
COC(=O)c1ccc(CSc2nnc(CNC(=O)c3cccs3)o2)o1	4	0.97	3	-6
